High-throughput results: PubChem BioAssay, several laboratories
PERK inhibitor: block of dimerizer-induced PERK translation repression, primary screen, PERK inhibitor project, CHO PERK-DD cells, SEAP luminescence, HTS; CHO PERK-DD fusion, SEAP luminescence translation reporter; inhibition, % at 5.6 µM; actives 0.17% (n = 220,000); AID 1416, 2008;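 active = inhibition above the mean inhibition of all tested compounds plus 3 SD, set separately per screening campaign, cut at about 2.9% in these data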;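 note: PERK kinase domain activated by AP20187 dimerizer at 100 nM; 0% = DMSO with dimerizer and 100% = rapamycin at 8.4 µM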
Hck Nef HTS: inhibitors of Nef-activated human Hck kinase, primary screen, biochemical, Z-Lyte FRET, 384-well, Hck-YEEI; Tyrosine-protein kinase HCK (Homo sapiens), P08631; AID 463187, 2010; inhibition, % at 20 µM; actives 0.68% (n = 220,000); Recombinant Hck-YEEI plus Nef, Z-Lyte FRET kinase assay;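 active = Hck-Nef kinase inhibition above about 50%, limit read from the data; inactive = inhibition below that limit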;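 note: 0% = DMSO with Hck plus Nef and 100% = Hck alone without Nef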
Target sequence (P08631 whole entry, looked up): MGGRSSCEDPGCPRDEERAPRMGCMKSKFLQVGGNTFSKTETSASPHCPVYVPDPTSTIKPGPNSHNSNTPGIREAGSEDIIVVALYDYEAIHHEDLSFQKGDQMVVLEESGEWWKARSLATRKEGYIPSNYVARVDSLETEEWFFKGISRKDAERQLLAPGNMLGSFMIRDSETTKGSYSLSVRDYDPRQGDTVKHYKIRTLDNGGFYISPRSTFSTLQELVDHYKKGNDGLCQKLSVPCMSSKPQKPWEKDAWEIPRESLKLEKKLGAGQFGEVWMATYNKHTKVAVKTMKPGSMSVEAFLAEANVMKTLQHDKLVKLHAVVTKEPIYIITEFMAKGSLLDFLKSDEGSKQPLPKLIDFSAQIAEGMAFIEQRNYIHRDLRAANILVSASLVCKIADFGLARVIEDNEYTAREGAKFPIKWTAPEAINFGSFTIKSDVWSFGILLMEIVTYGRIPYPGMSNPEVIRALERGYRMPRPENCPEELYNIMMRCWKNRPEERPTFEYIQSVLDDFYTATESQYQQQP
EP2 modulator: EP2 receptor modulators, cAMP readout, primary screen, cell-based, HTRF cAMP, PGE2 stimulation. EP2-expressing cells, cAMP HTRF FRET, PGE2 co-stimulation. induction, % at 25 µM. actives 0.83% (n = 260,000);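 active = compounds whose cAMP rise, as percent of the full-agonist control response, exceeds 60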;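 note: rat C6 glioma line stably carrying human EP2 under a CMV promoter; the protocol text gives 20 µM as final concentration; 100% = response of wells given 1 µM PGE2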
Target sequence (P43116 whole entry, looked up): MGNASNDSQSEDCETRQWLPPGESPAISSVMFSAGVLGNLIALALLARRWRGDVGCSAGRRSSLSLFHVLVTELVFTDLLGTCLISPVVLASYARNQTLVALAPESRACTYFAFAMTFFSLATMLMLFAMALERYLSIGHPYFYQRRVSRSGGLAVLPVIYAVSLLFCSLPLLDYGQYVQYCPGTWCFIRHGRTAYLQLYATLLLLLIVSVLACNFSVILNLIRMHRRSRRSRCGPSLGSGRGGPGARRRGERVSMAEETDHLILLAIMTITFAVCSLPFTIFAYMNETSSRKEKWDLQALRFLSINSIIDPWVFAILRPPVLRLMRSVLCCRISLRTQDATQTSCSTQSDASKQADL
RBBP9 inh: human RBBP9 inhibitors, primary screen, biochemical, fluorescence polarization, FP-Rh probe, HTS. inhibition, % at 7.94 µM. Serine hydrolase RBBP9 (Homo sapiens), O75884. AID 1515, 2009. actives 0.2% (n = 220,000). recombinant RBBP9;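 active = inhibition above the campaign mean of all tested compounds plus 3 SD, cut at about 14% in these data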;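 note: plate controls were DMSO wells with RBBP9 for no effect and wells lacking RBBP9 protein for full effect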
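Test system: recombinant human RBBP9. Quantity: 2.5 µM RBBP9 dispensing solution, before mixing. Detection: FP readout at 525/598 nm. Reagent: Serine-hydrolase probe FP-Rh, 375 nM pre-mixing. Measure: % inhibition. Control set: DMSO-treated enzyme wells and wells lacking RBBP9. Buffer or medium: Tris-NaCl-Pluronic buffer, pH 8.0. Times: preincubation 30 min plus labeling 45 min at 25 °C.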
Runt-SMMHC FRET: inhibitors of RUNX1 Runt–CBFb-SMMHC binding, primary screen, biochemical, FRET, Cerulean-Runt, Venus-CBFb-SMMHC, uHTS | AID 1434, 2008 | Runt-related transcription factor 1 (Homo sapiens) + Core-binding factor subunit beta … | actives 0.74% (n = 220,000) | Cerulean-Runt/Venus-CBFb-SMMHC FRET ratio 530/480, 1 h | inhibition, % at 20 µM;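 active = mean inhibition across duplicate retests at 20 µM reaching about 50%, limit read from the data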;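 note: 0% = DMSO wells and 100% = wells with excess untagged CBFb-SMMHC; inhibitors lower the FRET ratio by blocking Runt binding to CBFb-SMMHC; some results filed as inactive read as strong as hits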
EP2 antag: human EP2 receptor antagonists, primary screen, TR-FRET cAMP, C6 glioma cells; Prostaglandin E2 receptor EP2 subtype (Homo sapiens), P43116; C6 glioma cells expressing human EP2; cells stimulated with saturating PGE2; inhibition, % at 25 µM; actives 0.52% (n = 260,000); AID 1422, 2008;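 active = percent inhibition above 40 after rounding to a whole number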;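 note: rat C6 glioma host cells with rolipram phosphodiesterase inhibitor present; the protocol text gives 20 µM as final concentration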
TNF necrop inh: inhibitors of TNF-alpha triggered necroptosis, primary screen, cell-based, Jurkat FADD-/-, single concentration; Jurkat FADD-/- TNF necroptosis rescue, ATP luminescence, 24 h; 0 = TNF only, 100 = no-TNF cells; activation (protection from cell death), % at 10 µM; actives 0.068% (n = 220,000);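 active = activation, meaning protection from cell death, of at least 50% relative to plate controls; inactive = activation below 50%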;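 note: necroptosis triggered by 40 ng/mL TNF-alpha added together with compound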
zVAD death inh: inhibitors of zVAD-triggered necroptosis, primary screen, L929 cells; viability rescue, % at 10 µM; actives 0.38% (n = 220,000); L929 zVAD necroptosis rescue, ATP luminescence, 24 h; with zVAD 60 µM;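 active = activation, scaled between plate controls, above about 75%, limit read from the data; inactive = activation under that limit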;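 note: 0% = zVAD with DMSO and 100% = DMSO alone without zVAD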
Runt-CBFb FRET: inhibitors of RUNX1 Runt–CBFb binding, primary screen, biochemical, FRET, Cerulean-Runt, Venus-CBFb, uHTS; Runt-related transcription factor 1 (Homo sapiens) + Core-binding factor subunit beta …; actives 0.46% (n = 220,000); inhibition, % at 20 µM; Cerulean-Runt/Venus-CBFb FRET ratio 530/480, 1 h;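 active = inhibition over about 50% at 20 µM in the single-dose screen, limit read from the data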;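 note: 0% = DMSO wells and 100% = excess unlabeled CBFb competitor control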
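Doses: 20 µM compound in 1% DMSO | Material: Cerulean-labeled Runt domain protein | Amount: Each fluorescent fusion protein 100 nM | Schedule: Two 1 h room-temperature incubations shielded from light | Measured by: FRET fluorescence | Evaluation: Loss of energy transfer signal | Controls: Unlabeled CBFb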
The depositor's hits bear a star; . = not tested or not shown; & = joins results of further samples. A portion of the library, so the mix of outcomes need not match the whole.

structure,PERK inhibitor,Hck Nef HTS,EP2 modulator,RBBP9 inh,Runt-SMMHC FRET,EP2 antag,TNF necrop inh,zVAD death inh,Runt-CBFb FRET
Nc1c(C(=O)Nc2ccc(Br)cc2)sc2nc(-c3ccco3)ccc12,-1.1,-6,-31,-8,-64,15,-5.2,0.0,6
O=[N+]([O-])c1cccc(-c2nnc(CNC3CC3)o2)c1,0.4,16,16,-7,-4,10,0.4,0.8,0
COC(=O)c1sc2cc([N+](=O)[O-])cc(SCC(C)C)c2c1N,1.5,3,39,-3,-37,9,0.9,-0.5,-22
O=C(NCc1cccs1)c1ccc(N2CCCCC2)nc1,-0.5,0,-30,-3,-5,14,1.1,-0.1,1
CSCC(NS(=O)(=O)c1ccc(C)cc1)C(=O)O (stereo not drawn),0.5,19,5,-6,-6,3,-0.4,2.5,-2
Cc1cc(=O)oc(C)c1C(=O)Nc1cccc(F)c1,0.4,6,-18,-2,2,12,1.5,0.4,-3
Nc1c(-c2ccccn2)cnn1-c1nc(-c2ccc(F)cc2)cs1,-0.2,13,9,1,-2,-2,0.4,4.4,-2
COc1ccccc1N1CCN(C(=O)c2ccc(N3CCCC3=O)cc2)CC1,-0.4,1,15,-10,0,10,-0.5,-0.2,-2
CCOCCCNC(=O)CN1C(=O)/C(=C\c2ccc(C)cc2)Sc2ccccc21,-0.7,-1,7,-1,-7,2,2.0,0.6,-2
Cc1cc(C)cc(NC(=O)Nc2ccc(-n3ccc(C(F)(F)F)n3)cc2)c1,-0.1,12,-19,-5,-7,6,6.3,71,3
O=C(CCNS(=O)(=O)c1cccs1)NCc1ccccc1,-0.1,0,9,1,-5,8,1.5,0.3,1
CCOC(=O)C1C(=O)OC(C)(C)C1C(C)C(=O)c1ccc(C)cc1C (stereo not drawn),0.3,-5,9,-2,3,5,0.1,0.5,-1

Single records, as listed above.
O=C(NCc1cccs1)c1ccc(N2CCCCC2)nc1 is entered as PERK inhibitor: -0.5; Hck Nef HTS: 0; EP2 modulator: -30; RBBP9 inh: -3; Runt-SMMHC FRET: -5; EP2 antag: 14; TNF necrop inh: 1.1; zVAD death inh: -0.1; Runt-CBFb FRET: 1
O=C(CCNS(=O)(=O)c1cccs1)NCc1ccccc1 is entered as PERK inhibitor: -0.1; Hck Nef HTS: 0; EP2 modulator: 9; RBBP9 inh: 1; Runt-SMMHC FRET: -5; EP2 antag: 8; TNF necrop inh: 1.5; zVAD death inh: 0.3; Runt-CBFb FRET: 1

Further structures:
structure,PERK inhibitor,Hck Nef HTS,EP2 modulator,RBBP9 inh,Runt-SMMHC FRET,EP2 antag,TNF necrop inh,zVAD death inh,Runt-CBFb FRET
Cn1cc([N+](=O)[O-])c(C(=O)NCc2ccco2)n1,3.8*,24,20,-1,-2,7,-0.2,1.5,2
CCOC(=O)c1ccccc1N/C=C/C(=O)c1cccs1,-0.1,11,7,-7,12,4,2.6,2.7,7
Cc1ccc(OCC(=O)N/N=C/c2ccncc2)cc1,1.0,-1,-23,-14,4,.,-2.7,-0.1,2
Cc1ccc(-c2cc(Cc3ccccn3)c(=O)[nH]n2)cc1,-1.7,21,-36,-10,-2,7,-0.4,0.5,1
Cn1c(SCC(=O)NCC2CCCO2)nc2c([nH]c3ccccc32)c1=O (stereo not drawn),-1.2,2,-33,-13,-1,-4,-2.6,0.0,-2
CCC1Oc2ccccc2N(Cc2ccccc2C)C1=O (stereo not drawn),-1.4,-1,74*,-2,0,6,-0.6,0.2,-2
Cc1ccc2nsnc2c1S(=O)(=O)N(Cc1ccco1)Cc1cc2ccc(C)c(C)c2[nH]c1=O,0.9,8,21,-6,-3,1,-12,4.5,6
CSc1cccc(NC(=O)NCc2cccc(CNC(=O)Nc3cccc(SC)c3)c2)c1,0.6,16,-27,-22,1,8,2.6,0.6,0
O=C(c1ccco1)N(Cc1cc2ccccc2[nH]c1=O)CC1CCCO1 (stereo not drawn),-0.8,0,4,6,4,12,2.2,1.2,3
O=C1OCCC1Sc1nnc(-c2ccc(Br)cc2)o1 (stereo not drawn),1.2,2,-1,-5,-2,11,-0.2,0.5,1
Cc1nn(Cc2ccccc2)c(C)c1/C=N/NC(=O)c1ccccc1O,-1.4,5,8,0,-1,8,7.1,0.0,2
O=C(Nc1nc2ccccc2n1CCN1CCOCC1)c1ccc(Cl)cc1,-1.4,13,4,-1,-2,7,6.9,0.2,0
COC(=O)CSc1nc(NC(C)=O)nc(C)c1Br,0.7,-17,15,-9,1,9,-0.5,-0.2,3
O=C(CSc1nnnn1C1CCCCC1)NCc1ccccc1,-0.9,0,21,-4,6,5,-0.3,-0.1,0
CCCNc1cc(C)c(C#N)c2nc3ccccc3n12,-0.7,13,0&15,-11,45,10&14,0.2,.,13
COC(=O)c1ccc(CSc2ccc3nnc(-c4ccccc4)n3n2)o1,0.2,4,-21,-8,-2,15,2.2,2.7,-1
COc1cc(NC(=S)NCCCN2CCOCC2)cc(OC)c1,0.2,3,16,4,2,11,3.4,-0.2,3
CC(=O)NC(Cc1ccccc1)C(=O)NC1CCN(C(=O)c2ccc([N+](=O)[O-])cc2)CC1 (stereo not drawn),0.4,1,14,5,2,6,2.3,0.9,2
O=C(Nc1ccon1)c1ccc(Br)o1,0.4,-1,10,-6,-2,9,-1.1,0.3,3
Cc1cccc(CN2CCN(C(=O)c3ccccc3F)CC2)c1,-0.3,8,-6,-4,-1,21,-0.5,-0.9,-2
Cc1ccc(C)c(N2CCN(C(=O)C3CCN(S(=O)(=O)c4c(C)noc4C)CC3)CC2)c1,-2.3,0,-29,2,-8,12,-13,2.2,-3
COC(=O)c1c(NC(=O)c2ccnn2C)sc(C)c1C,0.4,12,.,0,.,14,-1.7,-0.1,.
O=C(Cc1cccs1)Nc1nnc(SCC(=O)N2CCCCC2)s1,0.3,0,0,-5,-3,10,0.2,2.4,3
Cc1ccc(S(=O)(=O)Cn2nnnc2C(c2ccccc2)N2CCN(c3ccccc3)CC2)cc1 (stereo not drawn),0.1,15,34,3,4,8,0.5,-0.4,0
CC(C)OC(=O)c1cccc(NC(=O)CSc2nnc(N)s2)c1,0.2,15,-47,1,0,16,-1.1,0.0,6
CC(C)(C)OC(=O)N[C@@H](Cc1ccccc1)C(=O)N1CCC(C(=O)O)CC1,0.3,0,7,3,3,8,-0.6,0.6,0
Cc1ccc(-c2nnn(CC(=O)NC3CCCc4ccccc43)n2)cc1 (stereo not drawn),0.5,4,-16,-2,3,8,-1.1,0.9,-2
Cc1onc(-c2c(F)cccc2Cl)c1C(=O)Nc1nnc(-c2ccccc2)s1,0.9,-14,4,6,1,15,-0.1,0.1,0
CN(/N=C/c1ccc(C(C)(C)C)cc1)C1=NCCN1,0.8,33,9,-7,-4,7,2.0,0.2,2
COc1cc(C(=O)N2CCN(Cc3ccccc3C(F)(F)F)CC2)cc(OC)c1OC,-0.9,0,9,-3,0,.,-1.0,0.3,-5
Cc1csc(SCc2c(C(=O)O)oc3ccccc23)n1,0.6,2,-14,3,.,9,0.8,0.1,.
Cc1cccc(CSc2ccc3nnc(-c4cccs4)n3n2)c1,0.2,3,10,0,-5,7,-0.7,-0.2,0
NNC(=O)c1cc2ccccc2[nH]1,0.6,20,-21,-5,2,7,-0.2,2.7,0
Cc1ccsc1C1CC(=O)OC2=C1C(=O)CC(C)(C)C2 (stereo not drawn),0.2,-30,9,-3,-1,2,0.0,0.2,0
CS(=O)(=O)c1cccc(NC(=O)C2CC2)c1,1.0,-9,-4,-6,0,4,0.7,2.7,1
Nc1nonc1-c1nc2ccccc2n1CC(=O)O,0.1,6,7,-3,-5,4,0.4,-0.1,2

The last 4 records of the section before open the next one.
structure,PERK inhibitor,Hck Nef HTS,EP2 modulator,RBBP9 inh,Runt-SMMHC FRET,EP2 antag,TNF necrop inh,zVAD death inh,Runt-CBFb FRET
NNC(=O)c1cc2ccccc2[nH]1,0.6,20,-21,-5,2,7,-0.2,2.7,0
Cc1ccsc1C1CC(=O)OC2=C1C(=O)CC(C)(C)C2 (stereo not drawn),0.2,-30,9,-3,-1,2,0.0,0.2,0
CS(=O)(=O)c1cccc(NC(=O)C2CC2)c1,1.0,-9,-4,-6,0,4,0.7,2.7,1
Nc1nonc1-c1nc2ccccc2n1CC(=O)O,0.1,6,7,-3,-5,4,0.4,-0.1,2
O=S(=O)(c1ccccc1)c1nc(-c2ccco2)oc1N1CCOCC1,0.5,-2,-8,-1,0,5,-0.7,0.0,1
CCOC(=O)C1CCN(c2nc3c(C)cccn3c(=O)c2/C=C(\C#N)S(=O)(=O)c2ccccc2)CC1,1.8,-6,-3,-14,-39,10,-0.9,0.1,-29
CCOC(=O)c1csc(-c2ccc(OC)c(OC)c2)n1,1.0,25,-25,-1,-1,6,-1.0,7.0,-3
CCOc1ccc(C(=O)N[C@H](C(=O)Nc2ccc(OC)c(S(=O)(=O)N3CCOCC3)c2)C(C)C)cc1,-0.5,1,23,-8,0,2,1.8,-0.4,2
Cc1nc2cccc(C(=O)NCc3ccccc3)c2o1,1.9,2,0,1,0,10,0.5,3.0,0
CN(C)CCN1C(=O)c2oc3ccccc3c(=O)c2C1c1ccc(F)cc1 (stereo not drawn),-1.5,1,8,0,-4,8,0.8,0.9,-1
